NCI-60 one-dose screen, 48 h, at 10 µM unless noted. Numbers give growth in % (100 = growth as untreated, 0 = no growth, -100 = all killed).
NCI-H322M = NCI-H322M lung cancer; hit rate 2.7% among 80,000
NCI-H23 = NCI-H23 lung cancer; hit rate 4% among 80,000; AID 1794731
NCI-H522 = NCI-H522 lung cancer; AID 1794739; hit rate 8% among 78,000
NCI-H226 = NCI-H226 lung cancer; hit rate 3.5% among 79,000; AID 1794732
OVCAR-4 = OVCAR-4 ovarian cancer cells | hit rate 3.7% among 80,000 | AID 1794784
IGROV1 = IGROV1 ovarian cancer. hit rate 4.7% among 79,000. AID 1794786
SK-OV-3 = SK-OV-3 ovarian cancer cells | hit rate 3.2% among 80,000 | AID 1794785
NCI/ADR-RES = NCI/ADR-RES ovarian cells. hit rate 4.4% among 81,000
NCI-H460 = NCI-H460 lung cancer | hit rate 6.8% among 82,000 | AID 1794736
Starred values were filed as active, the others as inactive; · = not tested or not shown; & = joins results of further samples. The calls were made as follows: active = growth percent below 10; inactive = the rest. Only part of the results is shown; rates above refer to the full screens.

Values run as follows: NCI-H322M, NCI-H23, NCI-H522, NCI-H226, OVCAR-4, IGROV1, SK-OV-3, NCI/ADR-RES, NCI-H460
> [2H]c1nc(Nc2ncc3cc(C(=O)N(C)C)n(C4CCCC4)c3n2)c([2H])c([2H])c1N1C([2H])([2H])C([2H])([2H])NC([2H])([2H])C1([2H])[2H]
 : 71, 67, 62, 75, 93, 66, 57, 106, 59
> CC(/C=C/c1ccc(Cl)cc1)=N\OCC(N)=O
 : 77, 80, 65, 65, 106, 100, 91, 77, 94
> Cc1oncc1C(=O)Nc1ccc(C(F)(F)F)cc1
 : ·, 96, ·, 95, 105, 91, 115, 100, 104
> c1ccc(CNCCNCc2ccccc2)cc1
 : 106, 117, 106, 90, 103, 120, 107, 112, 104
> Nc1ccc(S(=O)(=O)NCc2ccccc2)cc1
 : ·, 97, 87, 93, 105, 95, 104, 101, 105
> Cc1ccc([C@@H]2C[C@@H]3Cc4ccc5ccccc5c4N2O3)o1
 : 83, 92, 88, 91, 90, 96, 89, 98, 110
> CN(C)CCC[C@@]1(c2ccc(F)cc2)OCc2cc(C#N)ccc21
 : 105, 105, 95, 99, 104, 106, 99, 107, 102
> CCCCOC(=O)c1ccc(N)cc1
 : 85&85, 109&93, 81&76, 97&100, 106&108, 84&92, 106&107, 77&102, 105&109
> C#C[C@]1(OC(C)=O)CCC2C3CCC4=C/C(=N/O)CCC4C3CC[C@@]21CC (stereo partly drawn)
 : 92, 100, 82, 109, 90, 101, 109, 87, 103
> Cn1cc(C(=O)c2nc(-c3cn(C)c4ccccc34)no2)c2ccccc21
 : 79, 108, 79, 100, 52, 63, 105, 119, 107
> O=C(Nc1cccc(Br)c1)Nc1ccc2nc(NS(=O)(=O)c3ccc4ccccc4c3)sc2c1
 : 98, 95, 90, 81, 93, 99, 100, 100, 102
> CCCCCCCCCCCCCCC/C=C\C(=O)O
 : 96, 101, 100, 91, 110, 103, 94, 104, 103
> OCC(O)CN1CCN(c2ccccc2)CC1 (stereo not drawn)
 : 101, 104, 100, 106, 120, 109, 99, 103, 112
> O=C(O)/C=C\c1ccc(O)cc1
 : 104, 98, 92, 103, 118, 121, 107, 102, 108
> O=C1NC(=O)C(c2cnc3ccccn23)=C1c1cn2c3c(cc(F)cc13)CN(C(=O)N1CCCCC1)CC2
 : 72, 82, 39, 46, 39, 53, 39, 74, 39
> CN1CCN(c2cc3c(cc2F)c(=O)c(C(=O)O)cn3-c2ccc(F)cc2)CC1
 : ·, 96, ·, 100, 102, 103, 109, 90, 99
> Cc1cc(-c2cc(O)ccc2Cl)cc2nnc(Nc3ccc(OCCN4CCCC4)cc3)nc12
 : -94*, -63*, -50*, -52*, -82*, -60*, -78*, -69*, -82*
> COc1cc(N2CCC(N(C)C)CC2)ccc1Nc1ncc(Cl)c(Nc2ccccc2P(C)(C)=O)n1
 : -9.6*, 5.5*, -39*, -44*, 18, -24*, -78*, 78, 7.0*
> CS(=O)(=O)N1CCc2c(-c3cnc(N)nc3)nc(N3CCOCC3)nc21
 : -13*, 23, 10, 5.8*, -5.7*, -38*, -41*, 13, 10
> CCCN(CCC)C(=O)C(CCC(=O)O)NC(=O)c1ccccc1 (stereo not drawn)
 : 102, 103, 103, 106, 101, 110, 111, 103, 110
> C#CC(=O)N(c1ccc(OC)cc1OC)C(C(=O)NCC(=O)OCC)c1cccs1 (stereo not drawn)
 : 94, -55*, -72*, 93, 116, -58*, 89, 87, 82
> Nc1cc(=O)[nH]c(N)n1
 : 99, 99, 88, 100, 107, 100, ·, 98, 104
> O=C(Nc1ccc(OCc2ccc(C(F)(F)F)cc2)cc1)c1ccc2nc(NS(=O)(=O)c3ccc4ccccc4c3)sc2c1
 : 99, 94, 70, 77, 86, 89, 96, 104, 100
> COC(=O)Nc1nc2ccc(S(=O)c3ccccc3)cc2[nH]1 (stereo not drawn)
 : 88, 64, 66, 93, 84, 68, 81, 53, 60
> COc1ccc(C2CC(c3ccc(N(C)C)cc3)=NN2c2ccc(S(=O)(=O)NC(=O)NCc3ccccc3)cc2)cc1 (stereo not drawn)
 : 112, 90, 76, 96, 85, 113, 98, 85, 99
> Cc1ccc(COc2ccc(NC(=O)c3ccc4nc(NS(=O)(=O)c5ccc6ccccc6c5)sc4c3)cc2)cc1
 : 94, 91, 73, 76, 70, 84, 93, 105, 100
> COC(=O)Nc1nc2ccc(C(=O)C3CC3)cc2[nH]1
 : 51, 34, -38*, 149, 45, -59*, 23, 9.1*, 2.6*
> CC(/C=C/c1ccccc1)=N\OC(C)C(=O)NC(C)C (stereo not drawn)
 : 97, 100, 86, 99, 107, 104, 98, 106, 105
> CCN(CC)S(=O)(=O)c1ccc(C(=O)O)cc1
 : 102, 99, 97, 96, 113, 112, 109, 103, 105
> O=C(Nc1ccc([N+](=O)[O-])cc1)Nc1ccc([N+](=O)[O-])cc1
 : 100, 88, 88, 108, 85, 102, 94, 93, 99
> COc1ccc(F)c(F)c1C(=O)c1cnc(NC2CCN(S(C)(=O)=O)CC2)nc1N
 : 2.8*, -36*, -30*, 3.2*, 8.4*, 10, 12, 1.6*, 3.3*
> CN1C(=O)CC(C)(c2ccccc2)C1=O (stereo not drawn)
 : 99, 107, 101, 97, 118, 114, 107, 103, 105
> COc1cc(C(=O)NCCCCCC(=O)O)cc(OC)c1OC
 : 116, 91, 96, 98, 97, 106, 102, 92, 108
> Cc1nc(Nc2n[nH]c3c2CN(C(=O)N[C@H](CN(C)C)c2ccccc2)C3(C)C)c2sccc2n1
 : -19*, -23*, -45*, -25*, -12*, -18*, -27*, 40, -43*
> NC(=O)NC(=O)Cc1ccccc1
 : ·, 107, 101, 102, 110, ·, 110, 110, 115
> Cn1cnc2c(F)c(Nc3ccc(Br)cc3F)c(C(=O)NOCCO)cc21
 : 19, 22, 61, 57, 56, 28, 50, 69, 63
> C[C@H]1c2cccc(O)c2C(O)=C2C(=O)[C@]3(O)C(O)=C(C(N)=O)C(=O)[C@@H](N(C)C)[C@@H]3[C@@H](O)[C@@H]21
 : 44, 41, 45, 69, 67, 21, 70, 66, 36
> O=c1[nH]ccc2cc(OC3CCNCC3)ccc12
 : 77, 99, 58, 85, 106, 60, 72, 106, 105
> COc1ccc2c(c1)c(-c1nnc(N)nc1-c1cn(C)c3ccc(F)cc13)cn2C
 : 86, 92, 82, 97, 87, 84, 118, 93, 102
> O=C(/C=C/c1cccs1)c1ccc(Cl)nc1
 : 99, 102, 82, 107, 104, 107, 96, 108, 106
> Cc1cc(O)c2c(c1)C(=O)c1cccc(O)c1C2=O
 : 90, 79, 59, 93, 68, 94, 97, 91, 48

A draw from above in order of SMILES length, ascending.
Values run as follows: NCI-H322M, NCI-H23, NCI-H522, NCI-H226, OVCAR-4, IGROV1, SK-OV-3, NCI/ADR-RES, NCI-H460
> Nc1cc(=O)[nH]c(N)n1
 : 99, 99, 88, 100, 107, 100, ·, 98, 104
> NC(=O)NC(=O)Cc1ccccc1
 : ·, 107, 101, 102, 110, ·, 110, 110, 115
> O=C(/C=C/c1cccs1)c1ccc(Cl)nc1
 : 99, 102, 82, 107, 104, 107, 96, 108, 106
> O=c1[nH]ccc2cc(OC3CCNCC3)ccc12
 : 77, 99, 58, 85, 106, 60, 72, 106, 105
> CCN(CC)S(=O)(=O)c1ccc(C(=O)O)cc1
 : 102, 99, 97, 96, 113, 112, 109, 103, 105
> Cc1cc(O)c2c(c1)C(=O)c1cccc(O)c1C2=O
 : 90, 79, 59, 93, 68, 94, 97, 91, 48
> CC(/C=C/c1ccccc1)=N\OC(C)C(=O)NC(C)C (stereo not drawn)
 : 97, 100, 86, 99, 107, 104, 98, 106, 105
> COC(=O)Nc1nc2ccc(S(=O)c3ccccc3)cc2[nH]1 (stereo not drawn)
 : 88, 64, 66, 93, 84, 68, 81, 53, 60
> Cn1cnc2c(F)c(Nc3ccc(Br)cc3F)c(C(=O)NOCCO)cc21
 : 19, 22, 61, 57, 56, 28, 50, 69, 63
> C#CC(=O)N(c1ccc(OC)cc1OC)C(C(=O)NCC(=O)OCC)c1cccs1 (stereo not drawn)
 : 94, -55*, -72*, 93, 116, -58*, 89, 87, 82
> O=C(Nc1ccc([N+](=O)[O-])cc1)Nc1ccc([N+](=O)[O-])cc1
 : 100, 88, 88, 108, 85, 102, 94, 93, 99
> COc1ccc2c(c1)c(-c1nnc(N)nc1-c1cn(C)c3ccc(F)cc13)cn2C
 : 86, 92, 82, 97, 87, 84, 118, 93, 102
> COc1ccc(F)c(F)c1C(=O)c1cnc(NC2CCN(S(C)(=O)=O)CC2)nc1N
 : 2.8*, -36*, -30*, 3.2*, 8.4*, 10, 12, 1.6*, 3.3*
> Cc1nc(Nc2n[nH]c3c2CN(C(=O)N[C@H](CN(C)C)c2ccccc2)C3(C)C)c2sccc2n1
 : -19*, -23*, -45*, -25*, -12*, -18*, -27*, 40, -43*
> Cc1ccc(COc2ccc(NC(=O)c3ccc4nc(NS(=O)(=O)c5ccc6ccccc6c5)sc4c3)cc2)cc1
 : 94, 91, 73, 76, 70, 84, 93, 105, 100
> COc1ccc(C2CC(c3ccc(N(C)C)cc3)=NN2c2ccc(S(=O)(=O)NC(=O)NCc3ccccc3)cc2)cc1 (stereo not drawn)
 : 112, 90, 76, 96, 85, 113, 98, 85, 99
> C[C@H]1c2cccc(O)c2C(O)=C2C(=O)[C@]3(O)C(O)=C(C(N)=O)C(=O)[C@@H](N(C)C)[C@@H]3[C@@H](O)[C@@H]21
 : 44, 41, 45, 69, 67, 21, 70, 66, 36
